Screens from PubChem BioAssay.
PI4K2A inh = blocks human PI4K2A kinase activity. Q9BTU6. purified PI4K2A, ADP-Glo luminescence, 1 h; hits give low values. activity change, negative = inhibition, % at 76.9 µM. 420,000 compounds, 0.13% hits; in the data active = activity change below about -50%;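 note: -100% = wells without enzyme as full effect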
Target sequence (Q9BTU6 whole entry, looked up): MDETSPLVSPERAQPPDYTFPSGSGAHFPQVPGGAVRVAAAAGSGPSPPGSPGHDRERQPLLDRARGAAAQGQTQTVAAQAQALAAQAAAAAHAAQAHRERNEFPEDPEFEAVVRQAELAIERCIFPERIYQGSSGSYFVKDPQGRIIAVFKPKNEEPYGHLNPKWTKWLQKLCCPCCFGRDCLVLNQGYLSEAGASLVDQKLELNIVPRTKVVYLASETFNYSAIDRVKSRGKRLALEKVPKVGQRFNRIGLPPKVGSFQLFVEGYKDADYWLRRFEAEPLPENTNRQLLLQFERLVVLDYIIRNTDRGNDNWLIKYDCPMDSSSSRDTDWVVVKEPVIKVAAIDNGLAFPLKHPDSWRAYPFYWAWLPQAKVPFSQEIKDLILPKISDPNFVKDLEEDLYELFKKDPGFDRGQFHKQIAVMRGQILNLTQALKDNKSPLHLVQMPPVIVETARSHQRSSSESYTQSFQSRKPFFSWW
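In this quantitative HTS, ADP production by PI4K2A was quantified luminescently after 1 h at ambient temperature; 100 microM adenosine served as plate-quality control.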
An asterisk follows results filed as active. These rows are one share of the data; the hit share may differ from the screen's.

The first 20 entries, to show the layout:
SMILES	PI4K2A inh
Cc1ccccc1CNC(=O)C1CCCN(c2ncccn2)C1 (stereo unspecified)	-7
CC1(C(=O)NS(=O)(=O)c2ccc(C#N)cc2)CCN1C(=O)Cc1cccc2ccccc12 (stereo unspecified)	4
Cc1noc(C)c1S(=O)(=O)NC(=O)C1(C)CCN1C(=O)c1ccc(C2CCCCC2)cc1 (stereo unspecified)	-3
O=c1[nH]c2ccccc2nc1-c1nnnn1Cc1ccccc1	1
COc1cccc(-c2oc3c(c2-c2ccc(OC)nc2)C(O)CCC3)c1 (stereo unspecified)	3
COC(=O)[C@]12CCCCC=C1N(CCc1ccc(OC)c(OC)c1)C(=O)[C@H](CC(=O)NCCC(C)C)C2	-2
Cc1cc2nc(-c3ccco3)c(Cc3cccc(Cl)c3)n2c(C)c1Br	-27
CSCCC(c1nc2ccccc2[nH]1)n1c(=O)c(-c2ccco2)nc2ccccc21 (stereo unspecified)	-17
Cc1cc(NC(=O)OC(C)(C)C)c(-n2nnnc2C(C(=O)c2ccc3c(c2)OCO3)N2CCN(c3ccccn3)CC2)cc1C (stereo unspecified)	-3
OC[C@H]1O[C@@H](c2nc(-c3ccc(C4OCCO4)cc3)no2)[C@H](O)[C@@H]1O	2
Nc1[nH]c(C(=O)c2ccccc2)c(-c2ccccc2Br)c1C(=O)c1ccccc1	0
CCOc1ccc(CCN2C(=O)C(=O)N([C@@H](Cc3ccccc3)CN3CCC[C@H]3CN3C(=O)C(=O)NC[C@@H]3Cc3ccc(O)cc3)C[C@@H]2CC(C)C)cc1	0
c1ccc(-c2cc3nc(NCc4ccc5c(c4)OCO5)ccn3n2)cc1	0
CCCS(=O)(=O)NC(=O)C1(C)CCN(C(=O)c2ccnc(Cl)c2)C1 (stereo unspecified)	-1
COc1ccccc1C(C(=O)c1ccccc1)c1ccc(O)cc1 (stereo unspecified)	8
CC(CCc1ccc2c(c1)OCO2)NN (stereo unspecified)	-2
CC(=O)c1cccc(NC(=O)c2ccc(-c3c(C)noc3C)c3ccoc23)c1	-2
CCOC1=C2CN(S(=O)(=O)c3ccc(C)cc3)[C@H](c3cccc4ccccc34)C[C@H]2C(C#N)(C#N)C(C#N)(C#N)C1	-11
CCC(C)[C@@H](C(=O)OC)N(Cc1cn(Cc2ccccc2)nn1)S(=O)(=O)c1ccccc1Br (stereo partly specified)	2
CC(C)C[C@H]1CN(CCCC[C@H]2CNC(=O)C(=O)N2Cc2ccccc2)C(=O)C(=O)N1CCc1ccccc1	-2

This part in full (from the top)
SMILES	PI4K2A inh
Cc1ccccc1CNC(=O)C1CCCN(c2ncccn2)C1 (stereo unspecified)	-7
CC1(C(=O)NS(=O)(=O)c2ccc(C#N)cc2)CCN1C(=O)Cc1cccc2ccccc12 (stereo unspecified)	4
Cc1noc(C)c1S(=O)(=O)NC(=O)C1(C)CCN1C(=O)c1ccc(C2CCCCC2)cc1 (stereo unspecified)	-3
O=c1[nH]c2ccccc2nc1-c1nnnn1Cc1ccccc1	1
COc1cccc(-c2oc3c(c2-c2ccc(OC)nc2)C(O)CCC3)c1 (stereo unspecified)	3
COC(=O)[C@]12CCCCC=C1N(CCc1ccc(OC)c(OC)c1)C(=O)[C@H](CC(=O)NCCC(C)C)C2	-2
Cc1cc2nc(-c3ccco3)c(Cc3cccc(Cl)c3)n2c(C)c1Br	-27
CSCCC(c1nc2ccccc2[nH]1)n1c(=O)c(-c2ccco2)nc2ccccc21 (stereo unspecified)	-17
Cc1cc(NC(=O)OC(C)(C)C)c(-n2nnnc2C(C(=O)c2ccc3c(c2)OCO3)N2CCN(c3ccccn3)CC2)cc1C (stereo unspecified)	-3
OC[C@H]1O[C@@H](c2nc(-c3ccc(C4OCCO4)cc3)no2)[C@H](O)[C@@H]1O	2
Nc1[nH]c(C(=O)c2ccccc2)c(-c2ccccc2Br)c1C(=O)c1ccccc1	0
CCOc1ccc(CCN2C(=O)C(=O)N([C@@H](Cc3ccccc3)CN3CCC[C@H]3CN3C(=O)C(=O)NC[C@@H]3Cc3ccc(O)cc3)C[C@@H]2CC(C)C)cc1	0
c1ccc(-c2cc3nc(NCc4ccc5c(c4)OCO5)ccn3n2)cc1	0
CCCS(=O)(=O)NC(=O)C1(C)CCN(C(=O)c2ccnc(Cl)c2)C1 (stereo unspecified)	-1
COc1ccccc1C(C(=O)c1ccccc1)c1ccc(O)cc1 (stereo unspecified)	8
CC(CCc1ccc2c(c1)OCO2)NN (stereo unspecified)	-2
CC(=O)c1cccc(NC(=O)c2ccc(-c3c(C)noc3C)c3ccoc23)c1	-2
CCOC1=C2CN(S(=O)(=O)c3ccc(C)cc3)[C@H](c3cccc4ccccc34)C[C@H]2C(C#N)(C#N)C(C#N)(C#N)C1	-11
CCC(C)[C@@H](C(=O)OC)N(Cc1cn(Cc2ccccc2)nn1)S(=O)(=O)c1ccccc1Br (stereo partly specified)	2
CC(C)C[C@H]1CN(CCCC[C@H]2CNC(=O)C(=O)N2Cc2ccccc2)C(=O)C(=O)N1CCc1ccccc1	-2
COC(=O)[C@]12C[C@H](CC(=O)NCc3cccc4ccccc34)C(=O)N(Cc3cccc4ccccc34)C1=C[C@H](C1CCCC1)O[C@@H]2C	0
CN(CCOC(=O)CSc1ccccc1)C1CN(Cc2cn(Cc3ccccc3F)nn2)S(=O)(=O)C1 (stereo unspecified)	5
Cc1cccc(Cn2cc(COC(=O)Nc3ccc(F)cc3)nn2)c1	0
COC(=O)[C@]12CCCCC=C1N(Cc1ccc(OC)cc1)C(=O)[C@@H]2CC(=O)N1CCSCC1	-2
CCNC(=O)C1CCCN(C(=O)c2ccc(OC)c(OC)c2)CC1 (stereo unspecified)	2
O=C1[C@@H](C2CC2)[C@@H]2c3ccccc3C=NN2[C@@H]2c3ccccc3C=NN12	-1
O=C(NCc1cccc(C(F)(F)F)c1)c1ccc2sc(C3=C[C@@H](O)[C@@H](O)[C@@H](CO)O3)nc2c1	0
COc1cc(NC(=O)C2(C)CCCN2C(=O)C(C)C)cc(OC)c1OC (stereo unspecified)	3
COc1ccc(-c2csc(C(O)c3cccc(OC)c3)n2)cc1 (stereo unspecified)	-14
Nc1cccc(-c2cncc(N3CCN(Cc4ccccn4)CC3)n2)c1	2
N#Cc1cccc(-c2csc(C(O)c3ccc(F)cc3)n2)c1 (stereo unspecified)	-5
CN(CCCOC(=O)c1occ2ccccc12)C1CN(Cc2cn(Cc3ccccc3Cl)nn2)S(=O)(=O)C1 (stereo unspecified)	0
CN1C(=O)C[C@@](C#N)(C(=O)NCc2ccc3c(c2)OCO3)[C@H]1c1ccccc1	3
CC(C)(C(=O)N1CCC1(C)C(=O)NC1Cc2ccccc2C1)c1ccccc1 (stereo unspecified)	1
Cc1cc(C)cc(C(=O)OCCN2CCN(C3CN(Cc4cn(Cc5ccc([N+](=O)[O-])cc5)nn4)S(=O)(=O)C3)CC2)c1 (stereo unspecified)	-4
CCOC(=O)C1=CCN(S(=O)(=O)c2ccc(Cl)cc2)C1c1ccc(C)cc1 (stereo unspecified)	0
CN(C)[C@@H]1CCN(c2cccc3c2S(=O)(=O)N2CC[C@@H](C2)O3)C1	-2
CN(C)C(=O)c1cccc(-c2cc(NC=O)c3ncc(-c4ccc(F)cc4)n3c2)c1	5
COC(=O)[C@@]12C[C@@H](CC(=O)N3CCOCC3)C(=O)N(Cc3ccccc3)C1=CCC(C)(C)C2	1
CC(C)(C)c1ccc(C(=O)N2CCC2(C)C(=O)Nc2cccc3ncccc23)cc1 (stereo unspecified)	3
Oc1ccc(CNc2ccc(C(F)(F)F)cc2F)c2cccnc12	-1
O=C(C1CCCN1S(=O)(=O)c1ccc(Br)s1)N1CCN(c2ccccc2)CC1 (stereo unspecified)	0
O=C(Cn1c(=O)c2cccn2c2cccnc21)NCCCN1CCN(c2ccccc2)CC1	-2
CC(=O)N[C@@H](C)CCc1ccc(Oc2ccc(OC(C)C)nc2)cc1	-4
Cn1c(=O)c2cc(NC(=S)NCc3ccccc3F)ccc2n1C	-2
COc1cc(NC(=O)c2cccc3c(-c4cccnc4)coc23)cc(OC)c1OC	-2
O=C1NC[C@H](Cc2ccc(O)cc2)N(C[C@@H]2CCCN2C[C@H](Cc2ccccc2)N2C[C@H](Cc3ccc(O)cc3)N(CC3CCCCCC3)C(=O)C2=O)C1=O	-4
O=C(OCCN1CCN(C2CN(Cc3cn(Cc4ccc([N+](=O)[O-])cc4)nn3)S(=O)(=O)C2)CC1)c1cc2ccccc2o1 (stereo unspecified)	1
O=C(Nc1ccc(OC(F)(F)F)cc1)N1CCc2nc(NCc3cccc(Oc4ccccc4)c3)ncc2C1	5
CCC(C(=O)NC(C)(C)C)n1c(-c2ccc(C)cc2)nc2ccccc21 (stereo unspecified)	-2
Further results
SMILES	PI4K2A inh
CCc1nc2ccc(C(=O)NCCCn3ccnc3)cn2c1N(C)Cc1nccs1	4
N#Cc1cccc(NC(=O)c2cc(C3CCCCN3S(=O)(=O)c3cccc4cccnc34)on2)c1 (stereo unspecified)	2
CCCc1nc2ccc(Cl)cn2c1Cc1cccc(Cl)c1	-12
Cc1ccc(S(=O)(=O)N2[C@@H](c3cccc(Cl)c3)C(C(=O)OC(C)(C)C)=CC[C@H]2c2cccc(Cl)c2)cc1	2
COc1cccc(CNC(=O)[C@@H]2CCCN2C(=O)[C@H]2CCCCN2C(=O)c2cccc3ccccc23)c1	2
CCC1OC(C(C)C)Cc2[nH][nH]c(=O)c21 (stereo unspecified)	-12
O=C(/C=C/[C@H]1O[C@@H](n2ccc(=O)[nH]c2=O)[C@H](O)[C@@H]1O)NCCc1cccs1	-1
CCOC(=O)C1=CCN(S(=O)(=O)c2cccc(Cl)c2)C1c1ccccc1 (stereo unspecified)	1
Cc1ccc(NC(=O)CCC(=O)NN=Cc2ccc(C)o2)c(C)c1	1
CC1(C(=O)Nc2ccc3[nH]ncc3c2)CCN1C(=O)Cc1ccc(-c2ccccc2)cc1 (stereo unspecified)	-1
O=C(NCC(F)(F)F)[C@H]1O[C@@H](n2ccc(=O)[nH]c2=O)[C@H](O)[C@@H]1O	-3
N[C@H](Cc1c[nH]c2ccccc12)C(=O)O	-1
COc1ccc(OC)c(NC(=O)C2(C)CCN2Cc2ccccc2Cl)c1 (stereo unspecified)	5
CCCc1nc2ccc(Cl)cn2c1Cc1ccsc1	-4
COc1ccc(Cc2c(C(C)(C)C)nc3ccc(Br)cn23)c(C)c1	0
Cc1ccnc(Nc2ccc(CCO)cc2)n1	-6
CC(=O)OC(C)OC(=O)C(C)c1ccc(-c2ccccc2)c(F)c1 (stereo unspecified)	-3
Cc1ccc(Cn2c(C)c(C(=O)NCc3ccc(Cl)c(Cl)c3)sc2=O)cc1	1
O=[N+]([O-])c1ccc(CSc2nnc(-c3cccc(Cl)c3)n2Cc2ccco2)cc1	0
CCOC(=O)C1=C[C@@H](C(C)(C)C)N(S(=O)(=O)c2ccc(C)cc2)[C@H]1c1ccccc1Cl	-2
O=C1Nc2ccccc2C(=O)N(Cc2ccccc2)C1C(=O)NC1CC1 (stereo unspecified)	1
CCOC(=O)[C@]12CCCC=C1N(Cc1cccc3ccccc13)C(=O)[C@H](CC(=O)NCc1cccc(C(F)(F)F)c1)C2	8
COC(=O)C[C@H]1CC[C@H]2[C@H](COc3ccc(NS(=O)(=O)c4cccc(F)c4)cc3C(=O)N2C)O1	-2
CN(c1cc2c(c3c1ccn3C)C1CCC2O1)C1CCCCC1 (stereo unspecified)	-2
CC(=O)c1cccc(-c2ccnc3c2CC(C(=O)Nc2ccc(F)c(Cl)c2)O3)c1 (stereo unspecified)	3
Nc1nc2ccc(Cl)cc2cc1C(=O)NCCc1ccc(O)cc1	0
CN(C)S(=O)(=O)c1cccc(C(=O)N/N=C\c2ccccc2)c1	5
CCOc1ccc(-n2c(SCC(=O)c3ccc4ccccc4c3)nnc2-c2ccco2)cc1	-3
COc1ccccc1CNC(=O)NNC(=O)CCn1nc(C)c([N+](=O)[O-])c1C	3
CC1(C)S[C@@H]2[C@H](NC(=O)C(c3ccccc3)S(=O)(=O)O)C(=O)N2[C@H]1C(=O)O (stereo partly specified)	1
CC(C)C[C@H]1CN(CCCC[C@H]2CNC(=O)C(=O)N2CCc2ccc(O)cc2)C(=O)C(=O)N1CCc1ccccc1	3
COC(=O)[C@]12C[C@H](CC(=O)N3CCN(C(=O)C4CC4)CC3)C(=O)N(CCc3ccc(OC)c(OC)c3)C1=C[C@H](C(C)(C)C)O[C@@H]2C	-5
COc1cc(C(=O)N2CCCC(c3cc(C(=O)NCc4ccccc4)no3)C2)cc(OC)c1C (stereo unspecified)	-1
CCNC(=O)C1(C)CCN(Cc2ccc(C(F)(F)F)cc2)C1 (stereo unspecified)	1
COc1ccc(-c2cc3nc(NCc4ccc(C)cc4C)n(C)c(=O)c3s2)cc1OC	-3
CCc1nc2ccc(C(=O)N3CCN(C(=O)c4ccco4)CC3)cn2c1N(CC)CCOC	-2
COC(=O)[C@]12C[C@H](CC(=O)NCCc3ccccc3OC)C(=O)N(Cc3cccc4ccccc34)C1=C[C@H](C(C)(C)C)O[C@@H]2C	0
O=C(CCc1ccccc1)N[C@H]1[C@H](OC(=O)c2cnccn2)CCC[C@]12C(=O)N(Cc1ccccc1)c1ccccc12	-1
CCOC(=O)[C@]12CCCCC/C=C\1N(CCc1ccc(Cl)cc1)C(=O)[C@H]2CC(=O)N1CCC(c2ccccc2)CC1	-4
CC(=O)OCC(=O)Nc1cc(C#N)cc(NC(=O)COC(C)=O)c1Cl	2
CCC(C(=O)NC1CCCC1)n1c(-c2ccncc2)nc2ccccc21 (stereo unspecified)	-2
CC(C)(C)NC(=O)C(c1cccnc1)N(C(=O)c1cccs1)c1ccc(C(C)(C)C)cc1 (stereo unspecified)	3
Cc1ccc(C(=O)c2cc(O)c(O)c([N+](=O)[O-])c2)cc1	0
CC(C)NC(=O)C1Cc2c(-c3ccc(Cl)cc3)ccnc2O1 (stereo unspecified)	0
O=C1NC[C@@H](CCCCN2CCN(Cc3ccccc3)C(=O)C2=O)N(CCC2CCCCC2)C1=O	2
